Nrf2 block – Nrf2 qHTS screen for inhibitors | A549 ARE-Fluc reporter, luciferase luminescence, 18-24 h | Potency, µM (highest dose often 46 µM), for inactives: at the top dose activity change, negative = inhibition, usual class: inhibitors | hit rate 2.1% among 360,000; note: potency is the fitted concentration of half-maximal effect; % is set by controls: 0 for no effect and ±100 for the full control effect; nearly all actives have a fitted effect of over 60% in size
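Nrf2 activity is the BugLite luminescence, read 15 min after reagent at room temperature, following CellTiter-Fluor cytotoxicity readout (30 min, 37C). Compound titrations were applied for 18-24 h to 5000 A549 ARE_Fluc cells/well in 5% FBS OPTI-MEM.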
HepG2 tox – qHTS for Inhibitors of TGF-b: Cytotox Counterscreen; hit rate 0.76% among 410,000; AID 588856, 2011; HepG2 CAGA-GFP viability, ATP luminescence, 18 h; Potency, µM (series often up to 46.1 µM), without a hit: top-dose activity change, negative = cytotoxicity, hits mostly cytotoxic; note: potency is the fitted concentration of half-maximal effect; some results filed as inactive show a strong effect at the top dose
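CellTiter-Glo luminescence gave cytotoxicity after 18 hours at 37 degrees C. The cells were HepG2 CAGA-GFP in 1% FBS DMEM, stimulated with 500 pg/mL TGF-beta after compound addition. %Activity was normalised to no-cell wells (complete cell-killing) and DMSO (no toxicity), and curves were fitted and classified.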
MmCpn inh – Inhibitors of TCP-1 ring complex (TRiC) of Methanococcus maripaludis (MmCpn): qHTS; Chaperonin Mm-Cpn (Methanococcus maripaludis); purified Mm-Cpn ATPase, ADP Transcreener TR-FRET; Potency, µM (doses to about 76.9 µM), without a hit: at the top dose activity, negative = inhibition, usual class: inhibitors; hit rate 0.031% among 330,000; AID 504842, 2011; note: potency is the fitted concentration of half-maximal effect; % is set by controls: 0 for no effect and ±100 for the full control effect; nearly all actives have a fitted effect of over 80% in size
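Quantitative HTS used 25 nM Mm-CPN and 10 uM ATP in magnesium/KCl Tris buffer, pH 7.4, with 1 mM DTT. Hydrolysis ran 30 min at 37°C; ADP was read by HTRF.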
TGFb inhibitor – qHTS for Inhibitors of TGF-b; HepG2 CAGA-GFP TGF-b/SMAD3 reporter, GFP fluorescence, 18 h; TGF-beta stimulated, 500 pg/mL final; Potency, µM (titrated, usually from 46.1 µM), inactives show top-dose activity, negative = inhibition, most hits filed as inhibitors; AID 588855, 2011; hit rate 1.2% among 410,000; note: potency is the fitted concentration of half-maximal effect; % is set by controls: 0 for no effect and ±100 for the full control effect; nearly all actives have a fitted effect of over 65% in size
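GFP signal (ex488/em500-530) from TGF-beta-stimulated HEPG2 CAGA-GFP cells, 500 pg/mL final, 18 h at 37 degrees C in DMEM plus 1% FBS, normalized to unstimulated and DMSO-stimulated controls.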
CCT chaperon mod – High-Throughput Screening for Modulators of Cytosolic Chaperonin Activity. hit rate 0.3% among 360,000. purified chaperonin ATPase assay, HTRF ADP detection, 30 min. activity change, % (concentration not given with the values), hits read low; in the data active = activity change below about -30%; note: % is set by controls: 0 for no effect and ±100 for the full control effect
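TRiC at 40 or 20 nM final (batch-dependent) in 30 mM Tris pH 7.4, 100 mM KCl, 5 mM MgCl2, 1 mM DTT, with compound at single 76 uM and 10 uM ATP, 30 min at 37 deg C. ADP detected by HTRF Transcreener, 665/615 ratio.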
Nrf2 activator – qHTS of Nrf2 Activators | AREc32 ARE-luciferase reporter (MCF7-derived line), luminescence, 24 h | Potency, µM (top dose mostly 46.1 µM), for inactives: top-dose activation, most hits filed as activators | hit rate 0.31% among 410,000; note: potency is the fitted concentration of half-maximal effect; % of control where 0% means no effect; nearly all actives have a fitted effect of over 65% in size
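ARE-driven firefly luciferase activity in AREc32 cells measured after a 24 hr compound exposure at 37 deg C, using Steady-Glo reagent and a 30 min room-temperature hold.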
pAkt inh – HTS Assay for Inhibitors of Akt Phophorylation: Primary Screen; Neuro2A IGF-stimulated pAkt S473 HTRF, 20 min; stronger effect = lower value; hit rate 0.32% among 360,000; activity change, % for hits at 50 µM; AID 651550, 2012; in the data active = activity change below about -80%; inconclusive = mostly about -51% to -80%; note: % is set by controls: 0 for no effect and ±100 for the full control effect
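Single-point screen (50 µM final compound) in Neuro2A cells stimulated 20 min with 6 nM IGF at 37 deg C. After lysis, Ser473-phosphorylated Akt read by HTRF (ex 330 nm, em 615/665 nm) as the 665/615 ratio.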
A549 viability – Nrf2 qHTS screen for inhibitors: counterscreen for cytotoxicity; AID 504648, 2011; hit rate 0.16% among 390,000; Potency, µM (doses to about 46 µM), for inactives: at the highest dose activity change, negative = cytotoxicity, hits mostly inhibitors; A549 ARE-Fluc cells, CellTiter-Fluor viability, 18-24 h; note: potency is the fitted concentration of half-maximal effect; % is set by controls: 0 for no effect and ±100 for the full control effect
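A549 ARE_Fluc cells in 5% FBS OPTI-MEM were exposed to compounds in concentration-response for 18-24 h at 37 deg C. Viability was read by CellTiter-Fluor fluorescence (Ex 405/Em 525) after 30 min, before the luciferase read.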
S2 tox – Viability Counterscreen for Primary qHTS for Inhibitors of ATXN expression. S2 cells (HEK-293 line with an ATXN2-luciferase reporter) viability, CellTiter-Fluor protease fluorescence, 24 h. Potency, µM (doses to about 56.7 µM), hits mostly cytotoxic. AID 651635, 2014. hit rate 0.49% among 400,000; note: potency is the fitted concentration of half-maximal effect; nearly all actives have a fitted effect of over 40% in size
* hit, by the source's call; i = inactive; u = inconclusive; x = no result given; & = joins results of further samples; [ ] = remark or other dose. Unless noted, calls come from the whole dose curve; as a rule, active = well fitted curve in the direction sought with a large enough effect; inconclusive = small, poorly fitted or top-dose-only effect, or another doubt; inactive = no such curve, though single readings can be large; an effect the other way counts as inactive or inconclusive.

SMILES | Nrf2 block | HepG2 tox | MmCpn inh | TGFb inhibitor | CCT chaperon mod | Nrf2 activator | pAkt inh | A549 viability | S2 tox
COc1ccc(Cl)cc1NC(=O)CN1CCN(S(=O)(=O)N2CCOCC2)CC1 | -23.5% | -1.9% | 0.4% | 2.0% | -0.5 | 0.1% | i | -1.4% | i
O=C1c2cccc3cccc(c23)C(=O)N1CCN1CCN(C(=S)Nc2ccc(Cl)cc2)CC1 | 0.6% | 0.7% | -0.7% | -16.2% | -2.6 | 3.0% | i | 14.4% | i
CC(C)(O)C#Cc1ccc(CN2CCN(C3CCCCC3)C(CCO)C2)s1 (stereo not drawn) | 18.7% | -12.4% | 3.3% | 3.2% | 1.2 | -0.7% | i | -12.5% | i
Cc1nc2c(C)cccc2cc1C(=O)N/N=C/c1ccc(O)cc1 | 7.3% | 0.2% | 1.4% | -26.7% | 0.6 | 1.7% | i | 0.8% | i
COc1cc(NC(=O)CC(c2cccs2)N2Cc3ccccc3C2=O)cc(OC)c1OC (stereo not drawn) | 17.8% | -31.5% | x | -28.1% | x | 0.7% | x | 0.0% | i
O=C(CCc1nc(-c2ccccc2)no1)NCCc1ccccc1 | 6.7% | 0.7% | 0.9% | -7.0% | 4.4 | 0.3% | i | 8.6% | i
CCN(CC)CCn1nc(C)nc1-c1ccccc1O | -25.6% | 10.7% | -0.7% | 9.0% | -2.3 | -1.6% | i | 2.8% | i
CCc1ccc(Nc2nn3c(=O)c4cc5c(cc4nc3s2)OCO5)cc1 | 12.6%[9.27 µM] | -8.3% | x | 7.0% | x | 3.5% | x | 0.0% | i
O=C(N/N=C/c1ccc(O)c(O)c1)C1CC1 | u | -28.9% | x | -9.8% | 3.7 | 4.2% | i | -22.1% | i
CCCCC(=O)N(C)c1c(C)nc2ccc(C(=O)N3CCCCC3)cn12 | x | 5.8% | x | 13.7% | 0.1 | 0.0% | x | x | i
O=c1cnnc(Nc2ccc(Nc3ccccc3)cc2)[nH]1 | -2.5% | 2.5% | -6.0% | -15.2% | -1.1 | -0.3% | i | 4.7% | x
CCOC(=O)c1cccc(NC(=O)C(C)N2C(=O)c3ccccc3C2=O)c1 (stereo not drawn) | x | 1.8% | 0.9% | -16.1% | -1.5 | 2.5% | i | -4.9% | i
Cn1c(=O)c(=O)n(C)c2cc(S(=O)(=O)N3CCOc4ccccc43)ccc21 | -32.5% | -2.2% | 3.6% | 1.2% | 1.1 | -0.6% | i | 7.7% | i
Cn1c(SCc2ccon2)nc2ccccc2c1=O | 7.3% | 1.7% | -0.6% | 1.9% | 0.6 | 3.3% | i | -8.5% | i
Cc1ccccc1NC(=O)C(Cl)=C(Cl)Cl | -14.4% | -49.9% | 0.9% | u | -4.2 | 23.8% | i | 0.0% | i

Only MmCpn inh, pAkt inh and Nrf2 activator (3 entries from above):
| SMILES | MmCpn inh | pAkt inh | Nrf2 activator |
| --- | --- | --- | --- |
| CC(C)(O)C#Cc1ccc(CN2CCN(C3CCCCC3)C(CCO)C2)s1 (stereo not drawn) | 3.3% | i | -0.7% |
| Cc1nc2c(C)cccc2cc1C(=O)N/N=C/c1ccc(O)cc1 | 1.4% | i | 1.7% |
| COc1cc(NC(=O)CC(c2cccs2)N2Cc3ccccc3C2=O)cc(OC)c1OC (stereo not drawn) | x | x | 0.7% |

More compounds follow:
SMILES | Nrf2 block | HepG2 tox | MmCpn inh | TGFb inhibitor | CCT chaperon mod | Nrf2 activator | pAkt inh | A549 viability | S2 tox
COc1cc2c(cc1OC)C(C)N(C(=O)c1cc(C)on1)CC2 (stereo not drawn) | u | 4.5% | 0.7% | 11.2µM* | 1.0 | 0.1% | i | u | u
C=CCNC(=S)Nc1ccc(OC(F)F)c(Cl)c1 | u | -3.8% | -1.0% | 4.9% | 1.3 | 0.4% | i | -17.8% | i
C[C@@H]1CCCCO[C@H](CN(C)Cc2ccccc2)[C@@H](C)CN([C@H](C)CO)C(=O)c2cc(NC(=O)c3ccccc3)ccc2O1 | x | -35.1% | x | -27.2% | 1.0 | -1.1% | i | x | i
Cc1ccc(NCc2ccccc2O)cc1C | u | -37.9% | -3.5% | u | -2.0 | 5.0% | i | 1.7% | u
CCCCN(C(=S)Nc1cccc(SC)c1)C1CCN(C(C)=O)CC1 | 10.6% | -4.9% | 0.4% | -2.2% | -1.8 | 0.2% | i | 0.8% | i
Cc1cc(F)ccc1C(O)c1ncc(-c2ccc(Oc3ccccc3)cc2)[nH]1 (stereo not drawn) | x | -97.8% | x | u | -3.6 | -3.5% | i | x | u
CCOC(=O)N1CCN(C(=O)/C=C/c2cccc([N+](=O)[O-])c2)CC1 | -22.2% | -17.5% | -1.8% | -20.8% | -1.3 | u | i | 5.3% | i
CCOc1ccc(-c2nc(CSc3nnc(N)s3)cs2)cc1 | u | -13.6% | -8.5% | -12.9% | 0.1 | 4.3% | i | -3.8% | i
CCN1CC2=C(OC(N)=C(C#N)C2c2ccccc2)/C(=C\c2ccccc2)C1 (stereo not drawn) | x | 22.0% | 2.6% | 11.8% | -4.1 | 6.1% | i | -15.9% | i
Cn1c(SCC(=O)N/N=C/C=C/c2ccco2)nc2ccccc21 | 11.1% | -9.5% | -2.9% | u | -0.1 | u | i | -4.4% | u
N#C/C(=C\c1coc2ccc(O)cc2c1=O)C(=O)Nc1nc2ccccc2s1 | -17.9% | 11.2µM* | -4.5% | u | -0.9 | u | i | u | u
Cc1ccccc1OCC(=O)NNC(=S)NC(=O)c1ccccc1[N+](=O)[O-] | u | 5.1% | 0.6% | 0.0% | -1.8 | 0.2% | i | -0.6% | i
COc1ccc(CCNC(=O)C(=O)NCC2CCCO2)cc1 (stereo not drawn) | 2.1% | -17.8% | 0.1% | 27.3% | -3.1 | -0.2% | i | -8.1% | i
O=C1CC(NS(=O)(=O)c2cccnc2)CN1c1ccccc1 (stereo not drawn) | 1.3% | 9.4% | -1.2% | 15.4% | -1.2 | 0.3% | i | 12.3% | i
COCCC(=O)N1CCC(Oc2ccc(C(=O)N3C[C@@H]4CCC[C@H]3C4)cc2)CC1 | -6.6% | -15.4% | 0.0% | -16.1% | 0.7 | -0.3% | i | 1.4% | i
Cn1cccc1CNCC(O)c1ccccc1 (stereo not drawn) | 0.2% | -21.9% | 1.0% | 14.5% | 0.3 | 0.0% | i | 4.6% | i
CS(=O)(=O)c1ccc(Cl)c(NC(=O)Cc2ccsc2)c1 | 6.4% | -18.3% | -3.6% | -8.7% | -1.0 | -0.7% | i | 9.8% | i
O=S(=O)(/N=C(\Sc1ccccc1)c1ccccc1)c1ccc(Cl)cc1 | -7.0% | 0.3% | -1.7% | 0.0% | 1.4 | -0.3% | i | -8.1% | i
CC(=O)N1CCc2c(sc3c2c(=O)n(-c2cccc(Cl)c2)c(=O)n3Cc2ccc(F)cc2Cl)C1 | x | 0.1% | x | 19.7% | x | 0.2% | x | -7.5% | u
CCOC(=S)SCC(=O)Nc1nc(-c2ccccc2)cs1 | 9.7% | -10.5% | 1.9% | u | -0.8 | 22.7% | i | -2.2% | u
COc1ccc(-c2cc(CNS(=O)(=O)c3cc(OC)ccc3OC)on2)cc1 | 0.9% | -8.7% | -0.2% | 0.0% | -0.6 | 2.9% | i | -11.8% | i
COc1ccc(/C=N/n2c(N)nc3ccccc32)cc1OC | -6.7% | -3.9% | -0.3% | -2.7% | -5.6 | 6.6% | i | -11.8% | i
Cc1ccc(NC(=O)Cn2c(=O)n(Cc3nc(C)no3)c(=O)c3cc4c(cc32)OCO4)cc1 | 19.2% | -7.8% | x | 2.6% | x | -1.3% | x | 5.0% | i
Cc1cccc(OCC(=O)O/N=C(\N)Cc2cccs2)c1 | 14.0% | -4.7% | 1.9% | -22.7% | -1.3 | 2.0% | i | 8.6% | i
CC(C)(C)c1cc(NS(=O)(=O)c2cccs2)no1 | -2.8% | 4.3% | 1.2% | 8.9% | 2.2 | -0.3% | i | -3.2% | i
CCNC(=S)N1CCc2cc(OC)c(OC)cc2C1COc1ccc(OC)cc1 (stereo not drawn) | -8.0% | -25.9% | -0.9% | 4.7% | -0.8 | 2.2% | i | -1.0% | i
COc1ccc(S(=O)(=O)N2CCOC2CNC(=O)C(=O)NCCCN2CCOCC2)cc1 (stereo not drawn) | 4.0% | -29.3% | 1.6% | -17.5% | -2.4 | -0.2% | i | -3.7% | i
C=CCn1c(=O)c2ccccc2n2c(SCC(=O)NC)nnc12 | 3.1% | -23.3% | -0.1% | 7.5% | 1.0 | 0.9% | i | 0.0% | i
C=CS(=O)(=O)c1ccc(Oc2ccc(S(=O)(=O)C=C)cc2)cc1 | 18.4µM* | 3.16µM* | -5.3% | 0.0% | -44.9* | -2.0% | i | u | 5.01µM*
COc1ccc(CNC(=O)C(C)NS(=O)(=O)c2ccc(C)cc2)cc1 (stereo not drawn) | 5.9% | 3.5% | 0.6% | 13.8% | 1.9 | -0.3% | i | -0.1% | i
COc1ccc(Cc2c(O)nc(SCC(=O)NC34CC5CC(CC(C5)C3)C4)[nH]c2=O)cc1 | 4.6%&0.5% | 0.7%&-14.4% | 0.2%&-24.7% | -12.5%&-30.8% | -7.1&-1.2 | 0.0%&-0.5% | i | -0.3%&-6.8% | i
Cc1ccc(Cl)cc1NC(=S)N(CCN(C)C)Cc1cccs1 | u | -8.0% | 3.0% | -6.4% | 0.1 | 3.8% | i | 0.2% | i

No enrichment for hits; any-hit rate near 4.4%.
